Assay outcomes: PubChem, several laboratories
ABCG2 block – blocks JC-1 efflux by human ABCG2 transporter; Q9UNQ0; IgMXP3 cells, flow cytometry; inhibition, % at 6.6 µM; 190,000 tested, 0.1% active; AID 1325;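 active means inhibition above 80%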;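 further: 0% = DMSO and 100% = nicardipine control wells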
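test system = two drug-resistant human cell lines, ABCG2 and ABCB1 | amount = 3 million cells/mL final, two lines in 1:1 ratio | reagent = JC-1 transporter substrate | doses = one concentration, 6.6 µM final | incubation = 10 min at 25 °C | signal = flow cytometric JC-1 green MFI at 530 nm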
ABCB1 inh – human ABCB1 inhibition, ABCG2 as counter-screen | P08183 | CCRF-Adr cells, JC-1 efflux, flow cytometry | 190,000 tested, 0.067% active | inhibition, % at 6.6 µM | AID 1326; in the data active means inhibition above about 40%;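 further: 0% = vehicle and 100% = reference inhibitor; higher value means more JC-1 retained so stronger ABCB1 efflux block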
Cdc42 wt – modulators (inhibitors or activators) of GTP binding to human Cdc42 wildtype; GST-Cdc42 beads, Bodipy-GTP binding, flow cytometry; actives lie on both sides; AID 761; percent activity (GTP binding), % at 10 µM; 190,000 tested, 0.2% active;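 active means percent activity GTP binding at least 20 points away from the 100% baseline, either down as inhibitor or up as activator; inconclusive means compound flagged as likely green fluorescent from well-wide comparison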;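 further: median bead fluorescence of bound Bodipy-FL-GTP at 100 nM; 0% = excess unlabeled GTP control and 100% = no compound control; below 100% means less GTP binding so inhibitor and above means activator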
Target sequence (P60953 whole entry, looked up): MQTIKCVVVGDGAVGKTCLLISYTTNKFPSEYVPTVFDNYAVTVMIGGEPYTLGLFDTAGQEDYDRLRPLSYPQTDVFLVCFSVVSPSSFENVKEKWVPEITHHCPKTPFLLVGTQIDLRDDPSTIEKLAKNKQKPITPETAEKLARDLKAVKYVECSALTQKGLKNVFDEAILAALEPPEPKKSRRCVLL
Avidin fluor – compound fluoresces at 488/530 nm on avidin beads. 220,000 tested, 0.38% active. fluorescence (KMESF) at 10 µM. compound fluorescence 488/530 nm, flow cytometry; stronger effect = higher value; in the data active means fluorescence above about 47; further: inactives centre near 10
Rab7 wt modul – modulators of GTP binding to dog Rab7 wildtype GTPase. GST-Rab7 beads, fluorescent GTP binding, flow cytometry; actives lie on both sides; untreated = 100%, excess cold GTP = 0%. GTP binding activity (percent of control), % at 10 µM. 190,000 tested, 0.055% active;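 active means fluorescent GTP binding to Rab7 beads changed by at least 20 points from the 100% baseline, either direction, mostly lower; inconclusive means compound itself probably fluorescent, or too few beads counted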;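 further: median green fluorescence of bound Bodipy-FL-GTP per Rab7 bead population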
Rab2 wt GTP – changes GTP binding to wildtype dog Rab2A, up or down. GST-Rab2 wt beads, Bodipy-GTP binding, flow cytometry. GTP binding activity, % at 10 µM. P61105. 190,000 tested, 0.19% active. AID 760;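 active means GTP binding activity at least 20 points away from 100%, either lowered or raised; inconclusive means signal likely due to the compound's own green fluorescence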;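 further: 0% = beads with excess unlabeled GTP and 100% = no-compound control corrected for plate trend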
Rac1 act GTP bind – modulators of GTP binding to human Rac1 activated mutant | P63000 | GST-Rac1 activated beads, fluorescent GTP binding, flow cytometry; actives lie on both sides; 100% means binding = to untreated wells | percent activity (GTP binding), % at 10 µM | 190,000 tested, 0.11% active | AID 764;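 active means GTP binding at least 20 percentage points away from the 100% baseline, in either direction, so actives lie on both sides; inconclusive means Compound likely fluorescent itself, or too few beads counted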
Pf gamet viab – inhibitors of late stage P. falciparum gametocyte viability; P. falciparum stage V gametocytes, ATP luminescence, 24 h; inhibition, % at 10.9 µM; 150,000 tested, 0.065% active;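 active means inhibition above the mean plus 3 SD of compounds within the control limits, set per campaign, cut at about 38% in these data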;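 further: 0% = DMSO wells and 100% = medium only without gametocytes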
HRas wt GTP bind – modulators of GTP binding to human HRas wildtype | P01112 | AID 759 | GTP binding activity, % at 10 µM | 190,000 tested, 0.14% active | GST-Ras wt beads, Bodipy-FL-GTP binding, flow cytometry; actives lie on both sides;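 active means GTP binding activity at least 20% away from the 100% baseline, either lowered as inhibitor or raised as activator; inconclusive means flagged as likely green fluorescent, judged across all proteins in the well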;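 further: 0% = unlabeled GTP competition control and 100% = no-compound control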
Target sequence (P01112 whole entry, looked up): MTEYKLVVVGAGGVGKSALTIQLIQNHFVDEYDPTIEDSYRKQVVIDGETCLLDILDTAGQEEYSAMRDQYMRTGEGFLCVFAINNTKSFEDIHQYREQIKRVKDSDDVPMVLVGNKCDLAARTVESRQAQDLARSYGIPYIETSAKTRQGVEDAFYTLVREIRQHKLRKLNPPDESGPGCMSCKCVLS
Rac1 wt modul – human Rac1 wildtype GTP binding, inhibitors and activators; GST-Rac1 beads, fluorescent GTP binding, flow cytometry; actives lie on both sides; 0 = cold GTP competed, 100 = untreated; GTP binding activity (% of control), % at 10 µM; 190,000 tested, 0.27% active;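 active means GTP binding activity at least 20 points away from the 100% control level, either lower or higher; inconclusive means compound flagged as likely green fluorescent, judged across all proteins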
Mcl1-Noxa inh – Mcl-1/Noxa interaction inhibition | TR-FRET Mcl-1/Noxa peptide binding, 2 h | Q07820 | 220,000 tested, 1.5% active | inhibition, % at 21.7 µM;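 active means compounds that cut the protein-peptide binding signal by more than 50% relative to plate controls in a single-dose test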;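 further: His-tagged Mcl-1 with rhodamine Noxa BH3 peptide and terbium anti-His antibody; 0% = Mcl-1 plus Noxa peptide wells and 100% = peptide-only wells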
Target sequence (Q07820 whole entry, looked up): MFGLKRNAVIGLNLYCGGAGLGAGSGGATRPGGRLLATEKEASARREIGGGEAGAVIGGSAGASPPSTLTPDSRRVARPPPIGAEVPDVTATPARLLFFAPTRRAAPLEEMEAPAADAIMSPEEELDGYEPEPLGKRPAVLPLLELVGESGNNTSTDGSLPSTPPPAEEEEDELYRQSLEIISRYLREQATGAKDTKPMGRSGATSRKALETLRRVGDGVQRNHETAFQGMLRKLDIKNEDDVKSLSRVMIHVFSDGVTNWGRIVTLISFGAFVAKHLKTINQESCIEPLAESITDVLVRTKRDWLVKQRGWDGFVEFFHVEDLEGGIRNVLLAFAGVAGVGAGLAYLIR
* hit, by the source's call; ? = inconclusive; nt = no result given. Compounds were not picked by outcome. Share with any hit: about 2.3%.

SMILES	ABCG2 block	ABCB1 inh	Cdc42 wt	Avidin fluor	Rab7 wt modul	Rab2 wt GTP	Rac1 act GTP bind	Pf gamet viab	HRas wt GTP bind	Rac1 wt modul	Mcl1-Noxa inh
Cc1cc(-c2ccccc2)nc2cc(C(N)=O)nn12	9	0.5	96	25	95	95	94	-40	94	93	12
O=C(Nn1c(C2CCC2)nc2ccccc2c1=O)c1cccs1	8	0.0	100	13	97	100	95	1	99	102	6
c1ccc(-c2nnc(SCCC3OCCCO3)o2)cc1	12	2.2	106	10	100	103	100	nt	102	105	6
CCCNC(=O)Nc1cc(C)on1	1	0.2	103	38	101	102	101	nt	101	100	-11
CCN(CC)S(=O)(=O)c1ccc(Cl)c(NC(=O)CSc2nnc(-c3cccs3)o2)c1	6	0.0	98	12	100	96	97	-1	98	98	5
CNC(=S)Nc1ccc([N+](=O)[O-])cc1	8	2.0	102	13	104	103	100	-13	101	101	13
O=c1cc(-c2ccc(O)cc2)oc2cc(O)c(C3OC(CO)C(O)C(O)C3O)c(O)c12 (centres undefined)	1	-0.1	95	7	104	96	93	nt	95	94	44
COc1ccc(CC(=O)Nc2ccc(OC)nc2)cc1	3	0.4	100	12	93	96	98	-8	98	100	3
Cc1ccccc1OCc1nc(C#N)c(N2CCCC2)o1	2	0.6	93	5	100	98	93	-7	95	92	12
O=C(NCc1ccco1)c1ccc(COCC(F)(F)C(F)F)cc1	36	0.3	100	28	100	101	97	-1	99	105	4
On1c(-c2ccco2)nc2c1CCc1nonc1-2	0	0.0	100	13	98	99	98	nt	100	100	21
COc1ccc(-n2nc(C(=O)Nc3ccc4c(c3)OCO4)c3ccccc3c2=O)cc1	23	4.7	106	24	103	99	100	-32	103	108	-8
COc1ccc(NC(=S)Nc2ncccc2C)c(OC)c1	4	0.4	100	11	101	98	98	nt	101	100	22
CCOC(=O)N1CCN(C(=O)C2CCN(S(=O)(=O)c3cc(Cl)ccc3Cl)CC2)CC1	1	0.4	106	39	105	106	100	13	105	106	-13
COC(=O)Nc1ccc(NC(C)=O)cc1	0	-0.1	99	37	96	97	97	nt	97	100	-9
Cc1noc(C)c1S(=O)(=O)N(C)CC(=O)Nc1ccc(F)cc1	2	0.3	102	20	108	107	96	nt	106	100	5
Cc1ccc(NC(=O)Cc2nc(CSc3nnc(-c4ccc5c(c4)OCO5)o3)cs2)cc1	1	-1.8	95	6	92	93	92	nt	95	92	4
C/C(=N\Nc1nc2ccccc2[nH]1)c1cccs1	12	0.6	103	7	101	98	100	11	99	105	-12
Cc1nn(C)c(C)c1CN(C)C(=O)c1cnn2c1NC(c1ccccc1)CC2C(F)(F)F (centres undefined)	2	0.6	104	7	98	98	100	nt	101	102	-10
CCCCOc1ccccc1P(=O)(O)CP(=O)(c1ccccc1)c1ccccc1	3	0.7	95	13	98	95	91	nt	99	94	2
CC(CC(=O)Nc1ccc2c(c1)OCCO2)c1ccccc1 (centres undefined)	2	0.5	107	4	103	102	102	-41	103	109	-3
CN(C)CC(=O)N1c2ccccc2CCc2ccc(NC(=O)c3ccc(N)cc3)cc21	-1	-0.2	100	15	100	101	100	nt	102	102	8
CC1(C)Cc2nc(-c3ccccc3)n3cnnc3c2CO1	5	0.2	94	23	100	97	97	24	96	99	-17
COc1ccc(OC)c(NC(=O)C2CC(C)=C(C)CC2C(=O)O)c1 (centres undefined)	1	0.4	103	11	98	99	96	-11	98	100	13
COc1ccc(CC2(C)OC(c3ccccc3)=NN2C(C)=O)cc1 (centres undefined)	6	1.3	104	13	103	100	101	nt	101	101	3

Structures shown so far that have a Cl atom, in the order listed:
SMILES	ABCG2 block	ABCB1 inh	Cdc42 wt	Avidin fluor	Rab7 wt modul	Rab2 wt GTP	Rac1 act GTP bind	Pf gamet viab	HRas wt GTP bind	Rac1 wt modul	Mcl1-Noxa inh
CCN(CC)S(=O)(=O)c1ccc(Cl)c(NC(=O)CSc2nnc(-c3cccs3)o2)c1	6	0.0	98	12	100	96	97	-1	98	98	5
CCOC(=O)N1CCN(C(=O)C2CCN(S(=O)(=O)c3cc(Cl)ccc3Cl)CC2)CC1	1	0.4	106	39	105	106	100	13	105	106	-13

Retrieved by structure from above:
SMILES	ABCG2 block	ABCB1 inh	Cdc42 wt	Avidin fluor	Rab7 wt modul	Rab2 wt GTP	Rac1 act GTP bind	Pf gamet viab	HRas wt GTP bind	Rac1 wt modul	Mcl1-Noxa inh
CCCNC(=O)Nc1cc(C)on1	1	0.2	103	38	101	102	101	nt	101	100	-11
COc1ccc(NC(=S)Nc2ncccc2C)c(OC)c1	4	0.4	100	11	101	98	98	nt	101	100	22
On1c(-c2ccco2)nc2c1CCc1nonc1-2	0	0.0	100	13	98	99	98	nt	100	100	21

Later entries
SMILES	ABCG2 block	ABCB1 inh	Cdc42 wt	Avidin fluor	Rab7 wt modul	Rab2 wt GTP	Rac1 act GTP bind	Pf gamet viab	HRas wt GTP bind	Rac1 wt modul	Mcl1-Noxa inh
Nc1nnc(SCc2ccccc2Cl)s1	1	0.3	95	8	91	93	93	nt	94	92	-5
CCCCOC(=O)C(C)c1c(C)[nH]c(=S)[nH]c1=O (centres undefined)	3	0.2	99	11	96	97	98	-6	99	100	8
COc1ccc(CCCc2nnc(SCc3nc4ccccc4c(=O)[nH]3)n2C)cc1	2	0.0	95	27	100	97	97	6	96	96	3
CCn1cc(C(=O)NCc2cccc(F)c2)c(=O)c2cc(F)c(N3CCN(C(=O)c4ccco4)CC3)cc21	0	1.0	93	2	92	91	94	-4	92	91	0
COc1ccccc1NC(=S)N1CCN(c2ncccn2)CC1	4	-0.6	93	8	94	96	92	13	92	92	2
NC(=O)C1(N2CCCCC2)CCN(C(=O)c2ccc(C#CC3(O)CCCCC3)cc2)CC1	1	0.4	106	15	97	101	97	5	102	103	-1
Cc1ccc(CSc2nnnn2C)cc1	-2	-0.4	103	33	99	102	99	nt	102	106	6
CCC(C)(C)NC(=O)C(c1ccco1)N(C(=O)Cn1nnc2ccccc21)c1ccc2c(c1)OCO2 (centres undefined)	2	1.6	108	10	100	103	101	nt	104	109	-2
COc1ccc(NC(=O)NCCN2CCc3ccccc3C2)cc1	1	0.6	102	12	97	101	99	-31	101	105	4
CC1CCc2cc(F)ccc2N1C(=O)c1ccc2c(c1)OCO2 (centres undefined)	2	0.8	102	40	98	99	99	nt	100	102	-11
CCN1CCN(CC(O)COC(c2ccccc2)c2ccccc2)CC1 (centres undefined)	0	0.0	95	20	100	95	94	16	95	95	14
Cc1nc(NS(=O)(=O)c2cccs2)c2c3c(sc2n1)CCC3	-14	-0.1	93	10	98	94	95	-3	95	98	22
CC(C)(C)n1nnnc1CN(Cc1ccc(F)cc1)Cc1ccco1	0	0.3	102	6	101	99	98	nt	101	101	7
Cc1n[nH]c(=S)n1/N=C/c1ccccc1	6	0.4	101	3	101	100	100	10	99	102	0
CCC(CC)C(=O)Nc1cc(=O)n(C)c(=O)n1C	2	0.3	99	7	99	99	99	nt	97	98	9
O=C(O)CSc1nnc(Nc2ccccc2)n1-c1ccccc1	1	0.3	?	6	?	?	?	nt	?	?	16
COc1ccc(CCN(C)c2ccc(C(N)=O)cc2[N+](=O)[O-])cc1OC	9	0.1	95	12	89	96	97	-14	98	94	9
CCCNC(=O)CS(=O)Cc1nc(-c2cccc(OC)c2)oc1C (centres undefined)	0	0.1	98	6	101	101	97	nt	101	102	-17
Cc1ccccc1-n1c(-c2ccoc2C)n[nH]c1=S	1	0.2	100	1	100	98	99	2	98	100	14
Cn1cc([N+](=O)[O-])c(C(=O)Nc2cc(Oc3ccccc3)cc([N+](=O)[O-])c2)n1	20	1.4	105	2	103	104	102	20	104	102	19
COc1cc(-n2c(C)nc3cc(C(=O)N4CCOCC4)ccc32)cc(OC)c1OC	0	0.0	97	20	98	97	97	-14	99	103	1
C=CCSc1nc2c(c(=O)[nH]c(=O)n2C)n1CC	1	0.3	94	18	90	93	92	18	93	93	-25
Cc1c(NC(=O)c2ccc3c(c2)OCO3)cccc1-c1nc2ccccc2o1	3	0.6	102	11	101	100	101	-2	104	105	-3
Cc1cccc(NC(=O)c2nnn(-c3cccc(C(F)(F)F)c3)c2N)c1	5	-1.3	97	15	98	98	97	-6	97	100	-14
CNS(=O)(=O)c1cccc2nsnc12	5	-0.6	100	5	98	101	98	25	98	103	-14

3 of the entries above in order of their number in Rac1 wt modul, ascending:
| SMILES | ABCG2 block | Cdc42 wt | Avidin fluor | Rab7 wt modul | Rab2 wt GTP | Rac1 act GTP bind | HRas wt GTP bind | Rac1 wt modul | Mcl1-Noxa inh |
| --- | --- | --- | --- | --- | --- | --- | --- | --- | --- |
| CCn1cc(C(=O)NCc2cccc(F)c2)c(=O)c2cc(F)c(N3CCN(C(=O)c4ccco4)CC3)cc21 | 0 | 93 | 2 | 92 | 91 | 94 | 92 | 91 | 0 |
| Nc1nnc(SCc2ccccc2Cl)s1 | 1 | 95 | 8 | 91 | 93 | 93 | 94 | 92 | -5 |
| Cc1n[nH]c(=S)n1/N=C/c1ccccc1 | 6 | 101 | 3 | 101 | 100 | 100 | 99 | 102 | 0 |

Additional records:
SMILES	ABCG2 block	ABCB1 inh	Cdc42 wt	Avidin fluor	Rab7 wt modul	Rab2 wt GTP	Rac1 act GTP bind	Pf gamet viab	HRas wt GTP bind	Rac1 wt modul	Mcl1-Noxa inh
Fc1ccc(-c2nn(-c3ccccc3)cc2CNCc2ccccc2)cc1	14	4.6	95	9	103	97	95	18	97	97	12
CC(=O)Nc1cc(C(F)(F)F)ccc1Oc1cccc(Br)c1	3	0.7	95	19	96	96	95	nt	97	94	-10
Cn1c(Cn2cnc([N+](=O)[O-])n2)nnc1SCC(=O)Nc1cccc(Cl)c1	10	0.6	101	10	102	101	99	-7	100	102	6
OCCC1CN(Cc2ccccc2-c2ccco2)CCN1C1CCCC1 (centres undefined)	16	1.7	101	6	101	99	98	-4	99	101	-39
O=C(Cc1ccccc1)N/N=C/c1ccc(OCC(=O)Nc2ccccc2)cc1	5	-3.3	92	10	95	92	90	nt	94	88	17
O=C(N/N=C/c1ccc(Cl)cc1Cl)c1cccc(F)c1	3	0.4	106	11	101	103	104	nt	105	112	-14
CS(=O)(=O)c1ccc(C(=O)OCC(=O)NC23CC4CC(CC(C4)C2)C3)cc1[N+](=O)[O-]	14	1.5	86	9	102	95	91	-10	97	101	17
